POLI inh = blocks human DNA polymerase iota activity. Pol iota fluorescent replication assay, 10 min. Potency, µM (highest dose often 115 µM), for inactives: top-dose activity, negative = inhibition, usual class: inhibitors. actives 1% (n = 390,000)
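Pol iota at 10 nM preincubated 15 min with compounds at room temperature; reaction started with fluorescent substrate, 50 nM final. Fluorescence read kinetically at 0 and 10 min; buffer-only wells as negative control.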
Apoferritin bind = candidate novel general anesthetic via apoferritin binding; apoferritin/1-aminoanthracene competitive binding, fluorescence; P02791; Potency, µM (titrated, usually from 77.5 µM), for inactives: at the highest dose activity change, negative = displacement, hits mostly inhibitors; actives 0.074% (n = 350,000); AID 485281; further: on the % scale 0 is the no-effect control and ±100 the full control effect; nearly all actives have a fitted effect of over 20% in size
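Read-out: endpoint 1-AMA fluorescence, excitation 380 nm and emission 535 nm, after compounds sit 10 min at room temperature with 10 uM horse-spleen apoferritin in 50% saturated 1-AMA/PBS. Values come from four-parameter Hill fits.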
APEX1 inh = blocks human APE1 abasic DNA cleavage | P27695 | recombinant APE1, TAMRA/BHQ-2 abasic DNA cleavage fluorescence | Potency, µM (highest dose often 65.8 µM), for inactives: at the top dose activity change, negative = inhibition, usual class: inhibitors | actives 0.35% (n = 350,000) | AID 2517;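 further: plate controls were vehicle for no effect and reference inhibitor for full effect; nearly all actives have a fitted effect of over 55% in size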
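Activity was derived from the fluorescence gain between first and third kinetic reads (60 s intervals, ex 525/em 598 nm) after 50 nM THF-abasic TAMRA/BHQ-2 duplex was added to 0.75 nM APE1 preincubated 15 min with compound.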
POLH inh = blocks human DNA polymerase eta activity; Q9Y253; recombinant Pol eta, fluorescent DNA replication assay; Potency, µM (top dose mostly 114 µM), for inactives: at the top dose activity change, negative = inhibition, actives largely listed as inhibitors; actives 1.2% (n = 390,000); AID 588591; further: on the % scale 0 is the no-effect control and ±100 the full control effect
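Fluorescent replication assay: 50 nM final substrate added after a 15 min room-temperature compound preincubation with 10 nM enzyme. Signal taken at 0 min and again at 10 min.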
BLM helicase inh = blocks DNA unwinding by human BLM helicase; actives 0.2% (n = 350,000); P54132; Potency, µM (top dose mostly 56.1 µM), for inactives: at the top dose activity change, negative = inhibition, hits mostly inhibitors; recombinant BLM DNA unwinding, fluorescence dequenching;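 further: plate controls were vehicle for no effect and no enzyme for full effect; nearly all actives have a fitted effect of over 35% in size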
G9a inh = inhibitors of human histone lysine methyltransferase G9a | AID 504332 | Potency, µM (series often up to 102 µM), for inactives: top-dose activity, negative = inhibition, hits mostly inhibitors | G9a H3K9 monomethylation, AlphaScreen, 2 h | actives 8.8% (n = 350,000) | Q96KQ7; further: on the % scale 0 is the no-effect control and ±100 the full control effect; nearly all actives have a fitted effect of over 75% in size
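Readings reflect AlphaScreen signal from monomethyl-H3K9 antibody detection. HMT at 20 nM; substrate b-H3K9 500 nM; cofactor SAM 20 uM; 2 h RT reaction; compounds tested as titrations in qHTS with 15 min preincubation.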
Pol beta inh = DNA polymerase beta (human) inhibition; Pol beta primer extension/strand displacement, fluorescence kinetic; actives 1.3% (n = 340,000); Potency, µM (doses to about 114 µM), for inactives: top-dose activity change, negative = inhibition, hits mostly inhibitors; AID 485314; further: on the % scale 0 is the no-effect control and ±100 the full control effect
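Human Pol beta at 10 nM; strand-displacement substrate 50 nM final. Compound exposure 15 min at room temperature before start, reaction 10 min at room temperature.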
Pol kappa inh = DNA polymerase kappa (human) inhibition. purified Pol kappa, fluorescent DNA synthesis assay, 10 min. actives 0.53% (n = 400,000). AID 588579. Potency, µM (series often up to 107 µM), without a hit: top-dose activity, negative = inhibition, most hits filed as inhibitors; further: on the % scale 0 is the no-effect control and ±100 the full control effect
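Kinetic fluorescence screen: compound preincubated 15 min RT with 10 nM enzyme; 50 nM substrate (final) initiates; reads at 0/10 min.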
BAZ2B inh = blocks human BAZ2B | Q9UIF8 | AlphaScreen BAZ2B-H3K14Ac peptide displacement | Potency, µM (titrated, usually from 114 µM), for inactives: at the top dose activity change, negative = inhibition, actives largely listed as inhibitors | actives 4.4% (n = 360,000); further: on the % scale 0 is the no-effect control and ±100 the full control effect; nearly all actives have a fitted effect of over 60% in size
Target sequence (Q9UIF8 whole entry, looked up): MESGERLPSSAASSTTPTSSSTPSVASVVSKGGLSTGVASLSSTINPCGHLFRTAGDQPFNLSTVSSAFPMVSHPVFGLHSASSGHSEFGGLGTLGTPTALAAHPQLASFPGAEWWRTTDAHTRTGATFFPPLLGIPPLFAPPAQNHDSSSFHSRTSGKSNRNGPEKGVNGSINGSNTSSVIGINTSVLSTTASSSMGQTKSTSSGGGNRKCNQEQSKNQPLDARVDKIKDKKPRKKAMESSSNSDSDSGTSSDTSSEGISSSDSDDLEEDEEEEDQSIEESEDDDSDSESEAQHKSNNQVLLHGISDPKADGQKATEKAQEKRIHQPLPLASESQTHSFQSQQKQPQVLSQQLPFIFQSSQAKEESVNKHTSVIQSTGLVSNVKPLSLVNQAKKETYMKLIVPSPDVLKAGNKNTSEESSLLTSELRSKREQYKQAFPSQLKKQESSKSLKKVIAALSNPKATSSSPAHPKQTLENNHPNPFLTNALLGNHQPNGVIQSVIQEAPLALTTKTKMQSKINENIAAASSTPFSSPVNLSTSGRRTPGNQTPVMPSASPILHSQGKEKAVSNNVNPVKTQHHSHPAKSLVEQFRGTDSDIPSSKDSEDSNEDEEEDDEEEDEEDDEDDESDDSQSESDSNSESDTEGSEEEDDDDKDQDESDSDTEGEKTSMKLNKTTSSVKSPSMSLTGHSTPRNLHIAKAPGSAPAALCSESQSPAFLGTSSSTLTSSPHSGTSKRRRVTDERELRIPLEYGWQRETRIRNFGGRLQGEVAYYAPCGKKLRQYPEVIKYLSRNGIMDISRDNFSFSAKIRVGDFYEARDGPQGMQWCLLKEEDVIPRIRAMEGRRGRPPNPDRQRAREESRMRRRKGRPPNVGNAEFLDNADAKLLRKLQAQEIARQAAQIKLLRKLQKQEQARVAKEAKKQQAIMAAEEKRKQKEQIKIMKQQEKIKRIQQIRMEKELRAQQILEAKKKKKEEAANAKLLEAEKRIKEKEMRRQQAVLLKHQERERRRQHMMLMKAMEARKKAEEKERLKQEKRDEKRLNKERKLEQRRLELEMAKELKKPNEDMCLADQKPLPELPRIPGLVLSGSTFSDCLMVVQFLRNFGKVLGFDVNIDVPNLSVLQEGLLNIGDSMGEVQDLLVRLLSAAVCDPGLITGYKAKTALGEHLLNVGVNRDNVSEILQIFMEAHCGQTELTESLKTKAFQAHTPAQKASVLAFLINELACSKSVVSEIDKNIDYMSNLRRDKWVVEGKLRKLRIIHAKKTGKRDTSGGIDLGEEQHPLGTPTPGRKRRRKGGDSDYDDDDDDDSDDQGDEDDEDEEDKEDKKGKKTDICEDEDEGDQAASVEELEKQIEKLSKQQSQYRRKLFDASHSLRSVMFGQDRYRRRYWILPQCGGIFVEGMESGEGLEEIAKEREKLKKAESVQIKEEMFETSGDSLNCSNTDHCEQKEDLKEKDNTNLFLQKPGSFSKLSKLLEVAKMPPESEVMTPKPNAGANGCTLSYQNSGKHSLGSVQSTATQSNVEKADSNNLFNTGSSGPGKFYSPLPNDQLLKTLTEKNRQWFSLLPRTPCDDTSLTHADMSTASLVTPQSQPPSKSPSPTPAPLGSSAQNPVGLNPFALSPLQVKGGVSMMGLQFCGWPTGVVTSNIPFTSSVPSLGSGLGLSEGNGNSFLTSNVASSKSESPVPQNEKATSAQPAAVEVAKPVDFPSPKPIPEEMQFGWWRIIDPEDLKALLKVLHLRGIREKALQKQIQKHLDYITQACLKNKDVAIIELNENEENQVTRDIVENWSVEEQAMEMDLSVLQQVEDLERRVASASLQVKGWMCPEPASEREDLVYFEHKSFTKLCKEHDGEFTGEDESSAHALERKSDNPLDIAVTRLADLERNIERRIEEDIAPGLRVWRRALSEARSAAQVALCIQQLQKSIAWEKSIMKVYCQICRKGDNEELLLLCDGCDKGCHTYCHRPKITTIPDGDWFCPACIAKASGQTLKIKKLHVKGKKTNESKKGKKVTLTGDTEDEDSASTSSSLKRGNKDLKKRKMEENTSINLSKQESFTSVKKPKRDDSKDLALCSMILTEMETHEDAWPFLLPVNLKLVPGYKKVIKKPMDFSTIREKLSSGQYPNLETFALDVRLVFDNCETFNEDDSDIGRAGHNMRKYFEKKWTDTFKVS
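In this displacement format the biotinylated H3(5-23) peptide acetylated at Lys14 serves as ligand at 50 nM, with BAZ2B at 50 nM in PBS pH 7.4 containing 0.01% Tween-20. Donor and acceptor beads are 10 ug/mL final.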
Active calls of the source: *; u = inconclusive; x = no result given; [ ] = another dose, or the depositor's remark. The call rests on the fitted dose curve; in most records, active means well fitted curve in the direction sought with a large enough effect; inconclusive means small, poorly fitted or top-dose-only effect, or another doubt; inactive means no such curve, though single readings can be large; an effect the other way counts as inactive or inconclusive. Potency means the concentration at half of the fitted maximal effect. An excerpt; the hit share may differ from the screen's.

cpd	SMILES	Pol kappa inh	APEX1 inh	G9a inh	POLH inh	BAZ2B inh	POLI inh	BLM helicase inh	Apoferritin bind	Pol beta inh
1	CC(=O)Nc1c(-c2ccc(Cl)cc2)c(=O)c2ccccc2n1C	1.3%	-13.3%	15.4%	-3.0%	3.7%	113.2%[activator]	0.0%	7.3%	47.8%
2	CC(C)Cc1nnc(NC(=O)CSc2nc(O)c(-c3ccccc3)c(=O)[nH]2)s1	-14.7%	-1.8%	u	-0.1%	x	59.5%[activator]	1.1%	-0.8%	-10.0%
3	O=C(OCc1ccc([N+](=O)[O-])cc1)C1CC(=O)N(c2ccccc2)C1 (configuration not stated)	-8.7%	-1.6%	-2.8%	-8.8%	-0.5%	u	0.8%	-2.4%	3.8%
4	N#Cc1ccc(CN2CCN(C(=O)c3cn(Cc4ccccc4)nc3-c3cccnc3)CC2)cc1	-10.0%	50.6%[activator]	u	-14.5%	1.2%	25.5%	x	x	x
5	COc1ccc(CN2CCNC(=O)C2CC(=O)NCc2cnn(C)c2)cc1OC (configuration not stated)	9.6%	-4.2%	50.1µM*	-6.4%	-1.1%	6.1%	-2.5%	-9.4%	5.4%
6	O=C(CCCOc1ccccc1)N1CCN(c2ccccn2)CC1	-1.1%	0.1%	-4.7%[12.7 µM]	-12.9%	1.8%	8.8%	-1.5%	-1.8%	-0.7%
7	Cn1nc(C(=O)NC2CCC(O)CC2)c2ccccc2c1=O (configuration not stated)	-15.0%	3.9%	0.3%[12.7 µM]	-11.6%	-1.8%	10.6%	x	x	x
8	CC1CCC(NC(=O)CNC(=O)Cc2cccc3ccccc23)CC1 (configuration not stated)	0.0%	12.8%	-5.3%	-13.0%	1.6%	97.5%[activator]	-0.6%	-13.4%	9.9%
9	CCCCCNC(=O)c1ccc2c(=O)n(CCc3ccccc3)c(=O)[nH]c2c1	3.1%	x	1.9%[59 µM]	-18.4%	1.7%	43.8%[activator]	-3.8%	-0.2%	15.3%
10	COc1cccc(-c2cccc(NC(=O)C3CCN(C4CCOCC4)CC3)c2)c1	14.9%	-20.1%	x	-8.0%	u	13.6%	2.2%	-7.8%	2.9%

Following part.
cpd	SMILES	Pol kappa inh	APEX1 inh	G9a inh	POLH inh	BAZ2B inh	POLI inh	BLM helicase inh	Apoferritin bind	Pol beta inh
11	Cc1cncn1CCc1nc2c3ccccc3nc(SCC(=O)Nc3ccc(F)cc3)n2n1	-4.4%[60.1 µM]	x	2.0%[59 µM]	-20.1%	-27.8%	32.9%[activator]	-8.0%	-4.1%	-10.8%
12	CCOC(=O)CC(NC(=O)c1ccccc1F)c1ccc(C)cc1 (configuration not stated)	1.3%	-1.8%	1.5%	-4.0%	-4.9%	37.7%[activator]	-0.2%	-11.0%	0.7%
13	O=C(Cc1cccs1)N1CCN=C1SCc1ccccc1Cl	-8.3%	-6.1%	24.5%	-28.4%	-2.3%	111.7%[activator]	-7.8%	-9.9%	0.4%
14	N#CCCN(Cc1cccnc1)C(=S)NC(=O)c1ccccc1	-6.8%	9.7%	x	-16.4%	x	108.9%[activator]	x	x	x
15	CC(NC(=O)c1ccc2c(=O)n3c(nc2c1)CCCCC3)c1ccccc1 (configuration not stated)	-3.7%	12.8%	9.0%[0.501 µM]	-18.7%	-5.1%	137.5%[activator]	x	x	x
16	CS(=O)(=O)Nc1ccc(C(=O)NCc2ccco2)cc1	-6.2%	17.1%	3.2%[59 µM]	3.1%	-6.2%	14.9%	2.2%	5.8%	6.2%
17	Cc1c(NC(=O)Nc2cccc([N+](=O)[O-])c2)c(=O)n(-c2ccccc2)n1C	-2.4%	8.6%	x	-20.5%	-3.3%	46.6%[activator]	2.4%	1.7%	-1.5%
18	C=CCSc1nc2sc(-c3ccccc3)cc2c(=O)n1N	4.9%	-1.2%	-7.6%[59 µM]	-6.3%	7.4%	-13.3%	2.4%	3.1%	u
19	Cc1nc(CC(=O)Nc2nc(-c3ccccc3)cs2)cs1	-3.6%	20.0%	-2.5%[12.7 µM]	-3.4%	2.6%	5.6%	-4.1%	-17.7%	20.0%
20	COc1ccc(S(=O)(=O)NCC2CCCN(Cc3ccc(O)cc3)C2)cc1 (configuration not stated)	0.8%	14.1%	-15.5%	-6.8%	-0.8%	26.4%	2.1%	-3.8%	1.1%

The listing continues.
cpd	SMILES	Pol kappa inh	APEX1 inh	G9a inh	POLH inh	BAZ2B inh	POLI inh	BLM helicase inh	Apoferritin bind	Pol beta inh
21	Cc1cc(C)n2nc(SCC(=O)NC3CCCCC3)nc2n1	3.0%	36.4%	44.7µM*	-19.9%	-1.0%	25.0%	0.1%	-6.3%	21.2%
22	COC(=O)c1ccc(S(=O)(=O)NCc2ccc(S(N)(=O)=O)cc2)n1C	-14.1%	-5.5%	x	-5.3%	4.3%	9.4%	-0.6%	8.0%	-1.4%
23	CCCc1cc(=O)n2[nH]c(NCc3ccc(OC)c(OC)c3)nc2n1	-5.4%	4.3%	u	-8.7%	-14.3%	35.5%[activator]	-0.8%	-4.6%	2.7%
24	Fc1ccc(Cn2cnc3ccccc32)cc1	-3.5%	1.6%	6.2%[59 µM]	-12.6%	-2.9%	13.7%	-0.7%	u	-18.4%
25	O=C(CCSCCc1ccccn1)Nc1nccs1	9.7%	-2.1%	-135.3%	-11.7%	5.1%	-2.9%	1.9%	-9.2%	3.4%
26	CC(C)(C)[C@@H]1C=C(C(=O)N2CCN(Cc3ccc4c(c3)OCO4)CC2)O[C@H](OCc2ccc(CO)cc2)C1	-21.8%	-1.2%	x	-18.4%	u	-4.0%	-9.4%	-4.0%	-21.3%
27	Cc1ccc(S(=O)(=O)n2ccc(OC(=O)c3cccs3)n2)cc1	3.8%	-0.9%	33.9%[12.7 µM]	-7.4%	7.3%	8.7%	-2.0%	-21.9%	15.0%
28	COc1ccc(-n2cc(CNCC3CCOCC3)c(-c3cccc(F)c3)n2)cc1	4.1%	-1.0%	-2.7%	-12.1%	-8.7%	17.0%	3.4%	-11.3%	2.2%
29	COCCNC(=S)N1CCC(c2nc(-c3ccc(N(C)C)cc3)no2)CC1	-7.4%[60.1 µM]	2.1%	u	-7.2%	56.2µM*	33.8%[activator]	-6.9%	-14.3%	-23.6%
30	CCN1CCN(C(=O)c2ccc(-c3nc4ccccc4s3)s2)CC1	-8.5%	-1.9%	-42.7%	-12.4%	0.8%	-19.3%	7.7%	-15.4%	2.1%

From entry 20 as far as 27, as listed above:
cpd	SMILES	Pol kappa inh	APEX1 inh	G9a inh	POLH inh	BAZ2B inh	POLI inh	BLM helicase inh	Apoferritin bind	Pol beta inh
20	COc1ccc(S(=O)(=O)NCC2CCCN(Cc3ccc(O)cc3)C2)cc1 (configuration not stated)	0.8%	14.1%	-15.5%	-6.8%	-0.8%	26.4%	2.1%	-3.8%	1.1%
21	Cc1cc(C)n2nc(SCC(=O)NC3CCCCC3)nc2n1	3.0%	36.4%	44.7µM*	-19.9%	-1.0%	25.0%	0.1%	-6.3%	21.2%
22	COC(=O)c1ccc(S(=O)(=O)NCc2ccc(S(N)(=O)=O)cc2)n1C	-14.1%	-5.5%	x	-5.3%	4.3%	9.4%	-0.6%	8.0%	-1.4%
23	CCCc1cc(=O)n2[nH]c(NCc3ccc(OC)c(OC)c3)nc2n1	-5.4%	4.3%	u	-8.7%	-14.3%	35.5%[activator]	-0.8%	-4.6%	2.7%
24	Fc1ccc(Cn2cnc3ccccc32)cc1	-3.5%	1.6%	6.2%[59 µM]	-12.6%	-2.9%	13.7%	-0.7%	u	-18.4%
25	O=C(CCSCCc1ccccn1)Nc1nccs1	9.7%	-2.1%	-135.3%	-11.7%	5.1%	-2.9%	1.9%	-9.2%	3.4%
26	CC(C)(C)[C@@H]1C=C(C(=O)N2CCN(Cc3ccc4c(c3)OCO4)CC2)O[C@H](OCc2ccc(CO)cc2)C1	-21.8%	-1.2%	x	-18.4%	u	-4.0%	-9.4%	-4.0%	-21.3%
27	Cc1ccc(S(=O)(=O)n2ccc(OC(=O)c3cccs3)n2)cc1	3.8%	-0.9%	33.9%[12.7 µM]	-7.4%	7.3%	8.7%	-2.0%	-21.9%	15.0%

Later entries:
cpd	SMILES	Pol kappa inh	APEX1 inh	G9a inh	POLH inh	BAZ2B inh	POLI inh	BLM helicase inh	Apoferritin bind	Pol beta inh
31	Cc1nnc2ccc(N3CCOCC3)nn12	-8.8%	-4.8%	2.1%	-11.9%	11.4%	7.6%	1.7%	-5.6%	14.7%
32	Cc1nc2ccc(S(=O)(=O)N(C)CC(=O)Nc3ccc(C(C)C)cc3)cc2s1	-2.2%	x	9.0%[59 µM]	x	1.3%	26.6%	-3.3%	u	-0.3%
33	CN1CCN(C(=O)c2cnn(-c3ccccc3)c2NC(=O)c2cccs2)CC1	-6.6%	3.6%	4.5%	-19.4%	9.1%	28.4%	0.8%	-5.2%	5.0%
34	CCOC(=O)N1CCN(C(=O)c2cnn3c(C(F)(F)F)cc(-c4cccs4)nc23)CC1	-4.9%	2.1%	2.5%	-3.8%	-1.2%	20.4%	-3.2%	5.3%	-25.9%
35	CCSc1nnc(NC(=O)c2nc3nc(C)cc(C)n3n2)s1	-16.4%	-0.8%	-30.0%	-8.6%	-38.8%	56.7%[activator]	-3.0%	-8.7%	0.0%
36	Cc1cc(C)c(S(=O)(=O)ON2C(=O)c3ccccc3C2=O)cc1C	-8.1%	16.1%	x	-5.3%	u	-3.9%	-7.0%	-2.5%	2.7%
37	COc1ccc(-c2noc(Cn3c(=O)c4ccccc4n(CC(=O)Nc4cccc(OC)c4)c3=O)n2)cc1	3.5%	x	-0.7%[59 µM]	9.0%	-9.8%	12.2%	-1.7%	-10.9%	0.6%
38	COc1ccccc1C(=O)NCCC(=O)NCc1ccccn1	6.3%	22.6%	45.7%[activator][59 µM]	-1.7%	6.8%	-14.8%	x	x	x
39	NS(=O)(=O)c1ccc(CNC(=O)CC23CC4CC(CC(C4)C2)C3)cc1	-6.7%	-4.9%	1.8%[59 µM]	-16.3%	4.0%	9.0%	-0.6%	u	15.7%
40	Cc1cccc(NC(=O)C2CCCN2S(=O)(=O)c2ccc3nc(-c4ccccc4)[nH]c3c2)c1 (configuration not stated)	u	x	-8.9%[59 µM]	79.4µM*	u	u	-8.6%	-13.5%	u

Source: PubChem BioAssay (National Center for Advancing Translational Sciences (NCATS))
